All columns: NCI-60 one-dose screen, growth in % after 48 h at 10 µM unless noted; 100 = growth as untreated, 0 = no growth, -100 = all killed.
UACC-62: UACC-62 melanoma. AID 1794756. 5.4% of 81,000 active
MALME-3M: MALME-3M melanoma | 5.8% of 78,000 active
SK-MEL-5: SK-MEL-5 melanoma. 6.4% of 80,000 active. AID 1794755
SK-MEL-28: SK-MEL-28 melanoma. 4.1% of 81,000 active
M14: M14 melanoma. 6.2% of 80,000 active. AID 1794745
UACC-257: UACC-257 melanoma. 4.4% of 78,000 active
SK-MEL-2: SK-MEL-2 melanoma; 4.7% of 77,000 active; AID 1794763
MDA-MB-435: MDA-MB-435 melanoma. 7.8% of 82,000 active. AID 1794794
* marks the source's active call; other numbers are inactive results; . = no result given; & = joins results of further samples. Rule for the calls: active = growth percent below 10; inactive = the rest.

SMILES	UACC-62	MALME-3M	SK-MEL-5	SK-MEL-28	M14	UACC-257	SK-MEL-2	MDA-MB-435
Cc1cccc(C[C@H](NC(=O)Nc2ccc(Cl)cc2F)C(=O)N[C@@H]2C(=O)N3C[C@H](O)C[C@H]3C(=O)N3CCN(C)C[C@H]3C(=O)N[C@@H](C)C(=O)N3C[C@H](C)C[C@H]3C(=O)O[C@H]2C)c1	28.3	42.9	40.7	42.4	63.5	22.6	34.4	22.1
O=c1nc2oc3c(Br)cc(Br)cc3cc-2s1	90.0	95.7	98.4	104.5	107.4	101.7	106.0	104.9
Cc1ccc(C(=O)CSc2nc3ccc(C)cc3c(=O)n2-c2ccccc2)cc1	89.7	101.8	95.9	102.7	106.8	105.7	101.6	103.2
O=C(Nc1ccc(NC(=O)c2cc(S(=O)(=O)NCCc3ccccc3)c(O)c(O)c2O)cc1)c1cc(S(=O)(=O)NCCc2ccccc2)c(O)c(O)c1O	79.6	113.9	98.3	104.1	82.6	92.3	107.8	30.1
O=c1nc2s/c(=C\c3ccccc3Cl)c(=O)n2c2nc(-c3ccccc3)c(-c3ccccc3)nc12	96.1	85.2	102.3	101.3	93.9	101.1	122.3	102.8
Cn1cc(-c2csc(-c3cn(C)c4ncccc34)n2)c2cc(Br)cnc21	82.9	106.7	79.3	92.1	80.7	96.2	110.5	55.2
O=c1c2sc3ncc(Br)cc3c2nnn1-c1ccccc1	94.0	99.4	93.0	103.4	102.3	95.0	101.2	93.5
CCOC(=O)CC(C(=O)OCC)C(=O)OCC	103.0	115.2	106.1	105.6	118.3	87.7	104.2	99.0
O=P(O)(c1ccccc1)c1ccccc1I	.	87.5	96.8	108.4	90.1	76.5	96.0	103.7
CCCCS(=O)(=O)Nc1ccccc1C(=O)NN	98.3	106.4	102.7	111.0	103.3	97.3	98.0	103.4
C1=C\COCc2cc(ccc2OCCN2CCCC2)Nc2nccc(n2)-c2cccc(c2)COC/1	-68.7*	-79.3*	-96.5*	-41.8*	-59.4*	-75.1*	.	-54.6*
O=C1NC(=O)C(c2ccc(Cl)cc2Cl)N1 (centres undefined)	97.7	105.6	.	112.1	105.6	112.4	110.2	113.2
COc1ccc(NC(=O)CCl)cc1	83.1	88.6	65.3	97.2	75.1	60.4	74.9	87.0
CCn1cc(CNc2cc3cc(OC)c(OC)cc3c(C)n2)c(C)n1	85.9	91.0	98.2	95.7	91.3	90.7	98.9	95.1
NS(=O)(=O)c1ccc(CCn2c(=O)c3ccccc3c3ccccc3c2=O)cc1	100.1	95.0	104.6	109.9	98.0	104.0	99.7	108.6
O=C(Nc1ccccc1F)Nc1ccccc1F	60.2	92.5	71.5	94.4	90.3	86.1	85.6	86.8
O=C(O)c1ccc(-n2cc(/C=N/Nc3ccc([N+](=O)[O-])cc3)c(-c3ccccc3)n2)cc1	86.2	102.4	93.2	100.5	89.9	123.4	91.0	97.3
Cc1ccc2ccc3ccc(C)nc3c2n1	96.4	85.6	88.6	.	91.1	96.5	110.9	96.8
COC(=O)/C=C1\Sc2nnc(CSC(SCc3nnc4n3NC(=O)/C(=C/C(=O)OC)S4)c3ccccc3)n2NC1=O (centres undefined)	95.7	110.2	100.1	111.2	103.5	.	97.5	104.2
O=C1CCC(C(=O)O)C1 (centres undefined)	95.9	97.5	111.4	109.3	82.9	90.5	105.4	99.8
Cc1cc2cn3c4cccnc4nc(N)c3c2cc1C	83.4	97.2	73.1	108.9	80.0	90.5	96.0	15.2
CC(C)(C)NC1=C(Cl)C(=O)c2ccccc2C1=O	90.1	80.2	58.0	111.3	99.8	92.1	88.8	76.8
O=C(O)C1(Nc2ccccc2)CCCC1	102.2&103.2	112.2	104.6&104.1	118.3&109.6	95.4&113.9	148.1&102.0	122.3	111.3&116.2
O/N=C1/CCCC2CCCCC12 (centres undefined)	98.8	109.2	108.5	111.9	101.9	111.6	121.0	108.2
CCCCOC(=O)C1CC2CC1C1OC21 (centres undefined)	90.7	94.5	104.4	117.2	100.3	113.4	109.2	113.7
O=C1c2ccccc2C23C(=C(Br)c4ccc(F)cc42)CCCN13 (centres undefined)	89.9	101.3	103.4	99.6	.	105.8	106.4	99.2
COc1ccc(/C=C2/SC(=S)NC2=O)cc1OCc1cn(-c2ccc(S(=O)(=O)Nc3nccs3)cc2)nn1	94.2	107.8	100.8	99.0	101.7	101.6	119.0	108.2
c1ccc([P+](CCCc2n(Cc3ccc4ccccc4c3)c3ccccc3[n+]2Cc2ccc3ccccc3c2)(c2ccccc2)c2ccccc2)cc1	37.8	65.2	.	37.1	.	84.0	100.1	25.2
O=c1c2sc3nc4c(cc3c2nnn1-c1ccccc1Cl)CCCC4	80.6	116.1	92.2	113.6	104.2	96.5	81.9	100.0
Cc1c(C(N)=O)sc2c1c(=O)n(Cc1ccccc1)c1nnc(SCc3ccccc3)n21	85.3	95.1	88.0	103.7	111.4	101.6	87.4	99.3
CC(C)=CCC[C@](C)(O)[C@H]1CC[C@]2(C)[C@@H]1CC[C@@H]1[C@@]3(C)CC[C@H](N)C(C)(C)[C@@H]3CC[C@]12C	91.0	107.2	84.2	108.0	92.9	94.0	109.3	94.2
COc1ccc(C(=S)N2CCN(c3ccccc3C)CC2)cc1	87.9	90.2	131.4	128.0	100.2	99.5	101.6	98.8
COc1cc(C(=O)Nc2nc(-c3ccc(Cl)cc3)cs2)cc(OC)c1OC	105.2	111.3	99.1	99.6	110.0	105.2	.	98.7
Cc1cc(C)c(S(=O)(=O)N2CCN(c3cc4c(cc3F)c(=O)c(C(=O)O)cn4C3CC3)CC2)c(C)c1	76.6	59.7	54.9	69.1	63.5	86.9	90.5	76.1
O=CNCC1(c2ccccc2)CCN(Cc2ccccc2)CC1	106.5	93.2	99.7	114.3	98.8	106.3	109.4	101.8
NC(=O)CS	89.3	97.4	94.3	106.9	99.0	89.3	111.4	100.7
CCc1ccc(-c2ccc(N(C)Cc3ccccc3)nn2)cc1S(N)(=O)=O	108.9	111.7	98.1	106.1	97.9	.	89.9	103.9
CCn1c(=S)[nH]c2c(=O)n(C)c(=O)n(C)c21	116.2	99.6	105.9	108.6	95.5	92.0	102.9	102.7
CCCn1c(=C(C#N)C#N)s/c(=C(/N)O)c1=N	101.5	111.0	116.0	108.7	110.5	115.6	96.4	104.2
CN(C)c1ccc(/C=C/c2nc3ccccc3c(=O)n2CC(=O)Nc2ccccc2)cc1	43.7	15.7	62.0	35.6	81.4	60.4	71.4	60.2
NC(N)=Nc1ccc(Oc2ccc(Nc3ccc(Cl)c(C(F)(F)F)c3)cc2)cc1	38.2	61.7	8.3*	56.6	.	68.3	91.6	40.3
COc1ccc(-c2cn(-c3ccccc3)c(-c3ccccc3)n2)cc1OC	62.4	111.2	74.5	101.8	87.0	105.3	.	35.7
N=c1c2c(=N)n3c(nc2nc2sc4cc(Cl)ccc4n12)sc1cc(Cl)c(Cl)cc13	88.4	95.2	79.5	121.2	112.2	109.4	108.9	104.3
Cc1cc(C)n2nc(NC(=O)c3ccccc3)c(C#N)c2n1	90.6	103.4	100.5	107.0	96.0	104.8	111.1	102.6
COc1cc(C(=O)N/N=C/c2cccc([N+](=O)[O-])c2)cc(OC)c1OC	50.5	40.1	19.0	62.1	29.9	76.3	.	1.3*
COc1ccc(/C=C2/C=C(c3ccc(F)cc3)N(Cc3ccccc3)C2=O)cc1	67.3	96.1	45.9	107.2	88.1	91.0	96.4	92.1
COc1ccc(-c2csc(NC(=O)CSc3nc(-c4ccc(OC)cc4)c(C#N)c(=O)[nH]3)n2)cc1	91.5	116.1	100.0	98.7	111.7	96.4	101.0	104.1
Cc1ccccc1-c1cc(-c2ccc(Br)s2)[nH]c(=O)c1C#N	92.3	88.9	93.1	108.3	93.6	103.9	112.5	102.6
Cn1ccnc1C(=O)/C=C/c1ccc(NC(=O)Nc2ccccc2)cc1	38.5	69.6	77.9	75.1	24.8	80.0	102.5	-13.3*
C=CCON(CC=C)C(=O)O	98.2	116.5	101.6	98.0	101.9	103.2	110.4	108.1
Going on with the list:
SMILES	UACC-62	MALME-3M	SK-MEL-5	SK-MEL-28	M14	UACC-257	SK-MEL-2	MDA-MB-435
COc1cc(C2OC(CCC(=O)c3nc4ccc([N+](=O)[O-])cc4[nH]3)=NN2C(C)=O)cc(OC)c1OC (centres undefined)	99.2	92.5	97.2	106.3	100.9	106.1	83.5	101.9
COc1ccc(C2=C(c3cc(OC)c(OC)c(OC)c3)C(=O)CC2)cc1	32.7	35.3	-33.6*	47.7	3.0*	65.4	.	-19.2*
O=C1c2cccc3cccc(c23)C(=O)N1c1ccc([N+](=O)[O-])cc1[N+](=O)[O-]	101.9	.	113.3	114.2	105.3	105.1	105.8	103.0
CC(C)(CCl)c1ccc(C(C)(C)CCl)cc1	96.9	94.2	100.1	100.4	.	102.2	100.4	103.5
CC1CCN(Cc2cn(CC(=O)Nc3ccc4c(ccn4C)c3)nn2)CC1	96.3	109.2	112.0	114.2	108.3	112.2	112.0	101.9
O=C(COc1ccc(/C=C2\Cc3ccccc3C2=O)cc1)c1ccc(Cl)cc1	95.2	124.5	98.4	116.8	104.2	100.4	.	95.4
Clc1ccc2c(c1)NC1(CCSc3ccccc31)n1nccc1-2 (centres undefined)	94.7	85.8	99.4	98.4	96.6	97.4	98.7	110.2
CCOC(=O)C1=C(C)n2nc(CC#N)c(C#N)c2NC1c1ccc(F)cc1 (centres undefined)	100.8	91.0	100.3	106.3	90.0	111.8	106.5	99.3
COP(C)(=O)c1ccc(N(C)C)cc1 (centres undefined)	106.4	112.0	108.0	110.6	104.5	.	114.7	101.1
COc1ccc(C2=NN(C=O)C(c3ccc(Oc4ccnc5cc(Cl)ccc45)c(OC)c3)C2)cc1 (centres undefined)	72.3	76.1	84.0	90.8	101.2	93.1	86.1	92.8

An excerpt from above in order of heavy-atom count, highest first.
SMILES	UACC-62	MALME-3M	SK-MEL-5	SK-MEL-28	M14	UACC-257	SK-MEL-2	MDA-MB-435
COc1cc(C2OC(CCC(=O)c3nc4ccc([N+](=O)[O-])cc4[nH]3)=NN2C(C)=O)cc(OC)c1OC (centres undefined)	99.2	92.5	97.2	106.3	100.9	106.1	83.5	101.9
COc1ccc(C2=NN(C=O)C(c3ccc(Oc4ccnc5cc(Cl)ccc45)c(OC)c3)C2)cc1 (centres undefined)	72.3	76.1	84.0	90.8	101.2	93.1	86.1	92.8
O=C(COc1ccc(/C=C2\Cc3ccccc3C2=O)cc1)c1ccc(Cl)cc1	95.2	124.5	98.4	116.8	104.2	100.4	.	95.4
CC1CCN(Cc2cn(CC(=O)Nc3ccc4c(ccn4C)c3)nn2)CC1	96.3	109.2	112.0	114.2	108.3	112.2	112.0	101.9
COc1ccc(C2=C(c3cc(OC)c(OC)c(OC)c3)C(=O)CC2)cc1	32.7	35.3	-33.6*	47.7	3.0*	65.4	.	-19.2*
Clc1ccc2c(c1)NC1(CCSc3ccccc31)n1nccc1-2 (centres undefined)	94.7	85.8	99.4	98.4	96.6	97.4	98.7	110.2
CC(C)(CCl)c1ccc(C(C)(C)CCl)cc1	96.9	94.2	100.1	100.4	.	102.2	100.4	103.5
COP(C)(=O)c1ccc(N(C)C)cc1 (centres undefined)	106.4	112.0	108.0	110.6	104.5	.	114.7	101.1
C=CCON(CC=C)C(=O)O	98.2	116.5	101.6	98.0	101.9	103.2	110.4	108.1

(next part)
SMILES	UACC-62	MALME-3M	SK-MEL-5	SK-MEL-28	M14	UACC-257	SK-MEL-2	MDA-MB-435
COC(=O)c1ccccc1N=NC(C#N)C#N	98.3	100.6	117.8	108.3	106.0	.	113.4	109.4
Cc1ccc(-n2nc(C#N)c(N3CCCCC3)n2)cc1	77.8	113.6	95.9	98.2	106.9	100.1	110.0	101.7
NC1=NC(c2ccccc2)CC(=O)N1 (centres undefined)	92.7	101.7	100.7	118.2	115.9	95.0	128.9	101.8
O=C(Nc1ccncc1)C(=O)c1cn(S(=O)(=O)c2ccc(Br)cc2)c2ccccc12	38.3	49.6	14.5	60.6	31.6	69.4	.	-3.5*
CC(=O)/C(=C/n1ccc(=O)[nH]c1=S)C(=O)Nc1ccccc1	100.8	.	101.8	107.2	103.1	106.2	103.2	100.2
CCN(CC)CCCOc1cc(N)ccc1C#N	.	93.6	102.8	108.2	98.1	83.9	92.7	108.2
CC(N)(C(=O)O)c1ccccc1 (centres undefined)	103.4	104.0	.	125.1	114.8	.	115.4	112.3
COc1ccc(NC(=O)Cn2c(/C=C/c3cccc([N+](=O)[O-])c3)nc3ccccc3c2=O)cc1	51.5	77.0	.	93.7	76.7	98.8	106.4	99.8
COc1ccc2c(c1)[n+]([O-])c(C(=O)/C=C/C=C(\Cl)c1cc(OC)c(OC)c(OC)c1)c(C)[n+]2[O-]	68.2	61.5	120.7	99.1	101.9	108.3	47.2	93.0
Cc1cc2cn3c4ccc(O)cc4[nH]c(=O)c3c2cc1C	49.0	16.4	-31.5*	-14.3*	-19.4*	46.6	.	0.7*
COc1ccc(C(=O)COc2ccc(/C=C3\COc4ccccc4C3=O)cc2)cc1	80.8	91.3	77.5	108.7	88.1	92.4	78.7	97.6
CN(N=O)c1ccc(CC2CCc3ccccc32)cc1 (centres undefined)	87.5&89.4	97.2&109.0	100.1&96.1	109.2&90.2	96.2&107.5	104.8&108.9	115.7	103.6&101.9
O=C1/C(=C/c2cccc3c2OCO3)Cc2c(F)cc(Br)cc21	91.8	103.4	100.7	115.2	98.9	113.6	110.9	103.9
O=C(N/N=C/c1ccccc1)c1cnc2n(c1=O)CCCCC2	96.4	102.0	97.1	106.6	107.0	97.2	103.9	104.8
CNC(=O)c1ccccc1C1(O)c2ccccc2CCc2ccccc21	94.0	92.4	101.2	102.6	93.9	.	94.3	93.1

High-throughput results deposited in PubChem by NCI.

Not a hit list; any-hit rate near 11%.
